D1 potentiator – Potentiators of Human D1 Dopamine Receptor: qHTS; D(1A) dopamine receptor (Homo sapiens), P21728; HEK293 TREx D1 cells, calcium flux, dopamine EC20 potentiation; AID 504651, 2011; potentiation, % at 10 µM; 360,000 tested, 0.036% active; in the data active means potentiation above about 30%; further: 0% is about no effect
Vif-APOBEC3F blk – qHTS for Inhibitors of Vif-A3F Interactions: qHTS; HeLa A3F-eYFP + Vif (tagged APOBEC3F with the HIV-1 protein that degrades it), YFP fluorescence increase; Potency, µM (series often up to 46.1 µM), for inactives: at the highest dose activity, negative = active; 390,000 tested, 0.2% active; further: potency means the concentration at half of the fitted maximal effect; % of control where 0% means no effect; nearly all actives have a fitted effect of over 65% in size
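HeLa cells stably expressing A3F-eYFP plus Vif, plated and incubated overnight at 37 deg C, then exposed to compounds overnight at 37 deg C. Blocked degradation read as raised yellow fluorescence (Ex 488/Em 500-530).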
D2 PAM – HTS Assay for Positive Allosteric Modulators of the Human D2 Dopamine Receptor: Primary Screen for Potentiators; HEK293 T-REx D2, calcium flux, EC20 dopamine potentiation; 340,000 tested, 0.34% active; potentiation, % at 10 µM; AID 485347, 2010; D(2) dopamine receptor (Homo sapiens), P14416;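 active means potentiation over 3 SD above the plate norm, cut at about 30% in these data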; further: 0% is about no effect
Target sequence (P14416 whole entry, looked up): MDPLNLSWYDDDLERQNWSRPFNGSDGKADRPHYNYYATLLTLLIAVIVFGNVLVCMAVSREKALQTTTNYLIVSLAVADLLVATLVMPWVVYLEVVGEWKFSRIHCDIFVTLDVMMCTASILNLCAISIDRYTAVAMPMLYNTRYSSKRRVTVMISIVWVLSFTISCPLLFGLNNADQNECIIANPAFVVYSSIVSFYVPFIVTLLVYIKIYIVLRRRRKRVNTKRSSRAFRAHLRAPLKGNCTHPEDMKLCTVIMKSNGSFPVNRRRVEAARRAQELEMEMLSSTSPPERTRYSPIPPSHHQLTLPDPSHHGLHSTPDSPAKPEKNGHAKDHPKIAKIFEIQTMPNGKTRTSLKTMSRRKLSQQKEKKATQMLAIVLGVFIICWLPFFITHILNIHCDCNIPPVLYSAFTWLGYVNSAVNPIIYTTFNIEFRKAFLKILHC
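Using a no-wash calcium dye in inducible, force-coupled HEK293 Trex cells expressing D2, we tracked fluorescence each second for 180 s after compound, then for 180 s after EC20 dopamine to detect augmented signalling.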
Glioma ERSR ind – qHTS for Inducers of the Endoplasmic Reticulum Stress Response (ERSR) in Human Glioma: qHTS; Potency, µM, inactives show at the top dose activation, actives largely listed as activators; U87-MG GRP78 promoter luciferase reporter, 16 h; 420,000 tested, 0.02% active; AID 602332, 2012; further: potency means the concentration at half of the fitted maximal effect; series mostly up to about 76 µM; % of control where 0% means no effect; nearly all actives have a fitted effect of over 35% in size
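ERSR induction read as luciferase luminescence (Bright-Glo, 10 min at room temperature) in stably transfected human U87-MG glioma cells exposed to compounds for 16 h, using GRP78 as sensor.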
D1 ag – Allosteric Agonists of the Human D1 Dopamine Receptor: qHTS; D(1A) dopamine receptor (Homo sapiens), P21728; HEK293 T-REx D1 cells, calcium flux, agonist mode; activation, % at 2 µM; 360,000 tested, 1% active; AID 504660, 2011; in the data active means activation above about 30%; further: 0% is about no effect
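Inducible HEK293 T-REx D1 cells, force-coupled to calcium signalling, were plated at 4000 cells/well with tetracycline and held overnight at 30 C. After no-wash calcium dye loading, compound-evoked calcium rise over 180 s flagged agonists.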
Vif-A3G inh – qHTS for Inhibitors of Vif-A3G Interactions: qHTS; DNA dC->dU-editing enzyme APOBEC-3G (Homo sapiens), Q9HC16; HeLa A3G-eYFP + Vif (tagged APOBEC3G with the HIV-1 protein that degrades it), YFP fluorescence, overnight; Potency, µM (top dose mostly 46.1 µM), for inactives: top-dose activity, negative = active, hits mostly inhibitors; 410,000 tested, 0.076% active; AID 602310, 2012;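 further: potency means the concentration at half of the fitted maximal effect; on the % scale 0 is the no-effect control and ±100 the full control effect; nearly all actives have a fitted effect of over 60% in size; hits raise eYFP signal because A3G escapes Vif-driven loss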
Target sequence (Q9HC16 whole entry, looked up): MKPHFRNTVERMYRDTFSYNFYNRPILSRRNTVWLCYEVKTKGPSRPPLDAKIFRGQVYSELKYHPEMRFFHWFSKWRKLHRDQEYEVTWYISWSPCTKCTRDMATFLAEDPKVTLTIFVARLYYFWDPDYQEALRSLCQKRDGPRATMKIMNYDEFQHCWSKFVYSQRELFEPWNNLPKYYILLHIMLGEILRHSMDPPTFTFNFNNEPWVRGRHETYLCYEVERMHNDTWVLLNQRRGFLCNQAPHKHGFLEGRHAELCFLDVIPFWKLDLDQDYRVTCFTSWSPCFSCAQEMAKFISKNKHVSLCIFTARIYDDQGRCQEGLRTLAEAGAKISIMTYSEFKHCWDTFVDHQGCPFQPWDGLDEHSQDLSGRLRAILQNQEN
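HeLa cells stably expressing Vif and C-terminally eYFP-tagged A3G, seeded overnight at 37 deg C, then exposed to compound by pintool overnight at 37 deg C. Rise in yellow fluorescence (Ex 488/Em 500-530, Acumen) marks blocked Vif-driven A3G degradation.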
RXFP1 agonist – qHTS Assay for Agonists of the Relaxin Receptor RXFP1 | AID 2676, 2010 | Relaxin receptor 1 (Homo sapiens), Q9HBX9 | HEK293T-RXFP1 cAMP TR-FRET, 30 min; response scale: percent of porcine relaxin response, buffer zero | Potency, µM (top dose mostly 57.5 µM), for inactives: top-dose activation, actives largely listed as activators | 370,000 tested, 0.3% active; further: potency means the concentration at half of the fitted maximal effect; on the % scale 0 is the no-effect control and ±100 the full control effect; nearly all actives have a fitted effect of over 60% in size; many of its hits are not listed in these tables
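Agonist response is measured as cAMP accumulation in an RXFP1-transfected HEK293T line under PDE4 inhibition. Values are scaled between buffer-only and 29 nM porcine relaxin, and EC50s come from standard Hill equation fits.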
LDHA block – qHTS assay for inhibitors of human lactate dehydrogenase | purified LDHA, NADH/diaphorase-resazurin fluorescence; active compounds read low | activity change, % (values are at about 110 or 230 µM) | 480,000 tested, 0.15% active | AID 1347041, 2019; in the data active means activity change below about -30%; inconclusive means mostly about -25% to -30%;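 further: plate controls were DMSO wells for no effect and wells without enzyme for full effect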
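LDH5 2 nM; NADH 0.06 mM, pyruvate 0.2 mM; 200 mM Tris pH 7.4, EDTA, Tween-20; 5 min RT. Detection: diaphorase 0.133 mg/mL + resazurin 37 µM, fluorescence ex540/em590 at 0 and 20 min; normalized to enzyme-free and DMSO wells.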
D1 antag – Antagonist of Human D 1 Dopamine Receptor: qHTS | 360,000 tested, 3.2% active | activity change, negative = inhibition, % at 10 µM | AID 504652, 2011 | D(1A) dopamine receptor (Homo sapiens), P21728 | HEK293 TREx D1 cells, calcium flux, dopamine EC80; active compounds read low; in the data active means activity change below about -30%; further: on the % scale 0 is the no-effect control and ±100 the full control effect
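Kinetic fluorescence of a calcium dye serves as the read-out. D1-expressing Hek293 Trex cells, induced overnight at 30 C, are exposed to compound for 180 s before an EC80 dopamine addition, then read 180 s further.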
The depositor's hits bear a star; ? = inconclusive; nt = no result given. Unless noted, the call rests on the fitted dose curve; in most records, active means well fitted curve in the direction sought with a large enough effect; inconclusive means small, poorly fitted or top-dose-only effect, or another doubt; inactive means no such curve, though single readings can be large; an effect the other way counts as inactive or inconclusive. Some of the compounds tested; count on the stated rates, not on these rows.

SMILES | D1 potentiator | Vif-APOBEC3F blk | D2 PAM | Glioma ERSR ind | D1 ag | Vif-A3G inh | RXFP1 agonist | LDHA block | D1 antag
COc1ccc(-c2n[nH]c(=S)n2CC(C)C)cc1 | 2 | 7% | 11 | -2% | 1 | -3% | -0.4% | -12 | 1
Cc1onc(-c2c(Cl)cccc2Cl)c1NC(=O)NN(C)C | 1 | 6% | 6 | -2% | 3 | 2% | -2.2% | 2 | -5
Cc1ccc(SCc2[nH]nc3c2C(C(C)C)C(C#N)=C(N)O3)cc1 (stereo not drawn) | 2 | nt | -1 | ? | 0 | -9% | 2.0% | 0 | 20
O=C(O)CCN1C(=O)c2ccc(Oc3ccc([N+](=O)[O-])cc3)cc2C1=O | 0 | 3% | -2 | -1% | 7 | -1% | 0.7% | -9 | -18
Cc1cc2ccccc2n1CCNC(=O)c1ccc(S(=O)(=O)N2CCOCC2)cc1 | 3 | 1% | 3 | -5% | 4 | 0% | 6.8% | 2 | -6
CCCC[C@H](CC(=O)c1ccccc1)[C@@H](OC(C)=O)C(=O)Oc1c(C(C)C)cccc1C(C)C | 1 | -4% | -11 | -4% | 4 | 2% | 1.3% | 1 | nt
C=CCn1c(SCC(=O)Nc2c(C)n(C)n(-c3ccccc3)c2=O)nc2ccccc2c1=O | -2 | -14% | 0 | -4% | 2 | -10% | -2.6% | 1 | 0
COc1cc2cc(CN(Cc3cccs3)C(=S)Nc3cccc(C)c3)c(=O)[nH]c2cc1OC | -4 | nt | -6 | nt | 2 | nt | 0.5% | nt | 4
CCCCn1c(N)c(N(CCOC)C(=O)c2ccc3c(c2)C(=O)N(c2ccccc2C)C3=O)c(=O)[nH]c1=O | -1 | -1% | 6 | -1% | 1 | 0% | -1.7% | -1 | -3
COc1ccccc1C(C)NC(=O)CCOc1cccc(C)c1 (stereo not drawn) | -2 | -1% | 8 | 0% | 6 | 2% | -0.8% | -2 | -13
COc1ccc(OC)c(CCNC(=O)c2cccc(NC3=NC4CS(=O)(=O)CC4S3)c2)c1 (stereo not drawn) | -1 | -1% | -5 | -2% | 4 | 2% | 11% | -16 | 1
CCCCS/C(N)=N/N=C/c1cc(C)ccc1O | -3 | -2% | -3 | ? | 3 | 2% | 0.6% | -2 | -6
CC(C)CN1CCN(Cc2ccc(CN3CCCCC3)s2)CC1CCO (stereo not drawn) | -1 | ? | -5 | -1% | 4 | -8% | 0.6% | 1 | -13
CCN=C(NC#N)SCc1c(F)cccc1Cl | -6 | -18% | -5 | -4% | 4 | -3% | 1.3% | 3 | 3
COc1ccc([N+](=O)[O-])cc1NC(=O)Cc1c(Cl)cccc1Cl | -4 | 0% | -1 | -2% | 7 | 0% | -1.2% | -1 | -9
CCOc1cc(Br)c(C=O)cc1OCC | 5 | -20% | 4 | -5% | 1 | -29% | 15% | -13 | -7
COc1ccc(OC)c(Nc2ncc3c(n2)CCN(Cc2cc(OC)c(OC)c(OC)c2)C3)c1 | 1 | nt | 2 | nt | -1 | nt | 2.5% | 2 | -8
Cc1oc(-c2ccccc2)[n+]([O-])c1C | 1 | -5% | 4 | -9% | 2 | 2% | 1.5% | -2 | -5
Cc1[nH]n2c(=O)cc(Cc3ccccc3)nc2c1C#N | -2 | -4% | 1 | -5% | 2 | -10% | -0.6% | -3 | -2
CCOC(CNC(=O)C1CCN(S(=O)(=O)c2ccc3nc4c(c(C(=O)O)c3c2)CCCCC4)CC1)OCC | 2 | 1% | -8 | -5% | 2 | 2% | 5.2% | -7 | 5
C(=N\Nc1ccccn1)/c1ccc(N2CCOCC2)cc1 | 2 | -16% | 3 | -3% | 6 | 0% | 0.7% | -21 | -16
Cc1cc(CN(C)C(=O)CC2C(=O)NCCN2CC(c2ccccc2)c2ccccc2)on1 (stereo not drawn) | -4 | -20% | 7 | -4% | 3 | 0% | -0.2% | 12 | -1
CCC(C)(C)C1CCc2[nH]nc(C(=O)NCC3CC3)c2C1 (stereo not drawn) | -6 | 4% | -6 | 2% | -1 | 2% | -1.1% | -3 | 13
CN(C)c1ccc(/C=C2\CCCc3c2nc2ccccc2c3C(=O)O)cc1 | -5 | 7% | 4 | 3% | 16 | -1% | 6.2% | 0 | 9
CCCCc1nn2c(=O)cc(COC(=O)C(C)Oc3ccccc3)nc2s1 (stereo not drawn) | 4 | 4% | -5 | -3% | 7 | 4% | -0.4% | 2 | 4
Oc1ccc(F)cc1-c1cc(-c2ccc3c(c2)OCCO3)n[nH]1 | -6 | 1% | 6 | ? | 6 | 1% | 1.5% | -1 | 2
CCN(CC)CCOC(=O)c1ccc(N/C=C(/C#N)c2nc(-c3cc4ccccc4oc3=O)cs2)cc1 | -5 | -1% | 5 | -8% | 0 | -8% | 0.5% | 0 | 3
CCOC(=O)c1nn(-c2ccccc2)c(=O)cc1OCC(=O)Nc1cc(C)ccc1OC | 6 | -14% | 10 | -3% | 2 | 1% | 0.5% | -3 | -4
COc1cc(/C=N/NC(=O)c2ccc3ccccc3c2)ccc1Oc1ccc([N+](=O)[O-])cn1 | -5 | ? | -5 | -1% | 3 | 3% | -3.5% | -20 | -13
COc1ccc(CSc2nnnn2Cc2ccccc2)cc1OC | -1 | ? | 4 | 4% | 2 | -2% | -2.1% | -9 | -8
Cc1nc2ccccc2c(=O)n1NC(=O)c1ccco1 | 1 | nt | -3 | -4% | -2 | 0% | 0.6% | 0 | -3
Cn1c(Cn2cnc([N+](=O)[O-])n2)nnc1SCC(=O)Nc1cccc(Cl)c1 | -4 | -9% | -9 | -1% | 4 | 3% | 4.7% | 6 | -18
Cc1cc(O)cc(=O)n1C | -8 | -7% | -4 | 0% | -1 | -1% | 0.3% | -2 | 25
O=C(Nc1ccccc1Cl)C1(c2ccccc2)CC1(Cl)Cl (stereo not drawn) | -6 | -12% | 2 | 2% | 5 | 0% | 2.3% | -3 | 17
CCCCC1(C(=O)OCC)CC(CN2CCOCC2)OC1=O (stereo not drawn) | -5 | 2% | -6 | -2% | 4 | -3% | 0.4% | 0 | 4
CCNC(=S)NNc1nncc2ccccc12 | 0 | 5% | 7 | 3% | 2 | -4% | -2.7% | -7 | 2

Reprinted at random: three entries already listed.
SMILES | D1 potentiator | Vif-APOBEC3F blk | D2 PAM | Glioma ERSR ind | D1 ag | Vif-A3G inh | RXFP1 agonist | LDHA block | D1 antag
CCOC(=O)c1nn(-c2ccccc2)c(=O)cc1OCC(=O)Nc1cc(C)ccc1OC | 6 | -14% | 10 | -3% | 2 | 1% | 0.5% | -3 | -4
COc1ccc(CSc2nnnn2Cc2ccccc2)cc1OC | -1 | ? | 4 | 4% | 2 | -2% | -2.1% | -9 | -8
CCCCC1(C(=O)OCC)CC(CN2CCOCC2)OC1=O (stereo not drawn) | -5 | 2% | -6 | -2% | 4 | -3% | 0.4% | 0 | 4

The list continues:
SMILES | D1 potentiator | Vif-APOBEC3F blk | D2 PAM | Glioma ERSR ind | D1 ag | Vif-A3G inh | RXFP1 agonist | LDHA block | D1 antag
O=c1c2sc3ccccc3c2n(Cc2cccc(F)c2)c(=O)n1Cc1ccccc1 | -2 | 0% | -10 | -4% | 6 | -3% | 3.7% | -16 | 1
FC(F)(F)c1cnc(-c2cnc(-c3cccnc3)nc2)c(Cl)c1 | -4 | 3% | 2 | 4% | 5 | -4% | ? | -3 | 1
CN1CCC(OC(=O)COc2ccc(F)cc2)CC1 | -2 | -14% | 6 | -5% | 9 | 0% | -0.9% | -5 | -3
O=C(Cn1nnc2ccccc2c1=O)Nc1ccc(S(=O)(=O)N2CCOCC2)cc1 | 1 | -3% | 20 | -3% | 4 | -5% | 0.6% | -10 | 3
COc1ccc2[nH]c3c(c2c1)CCN1C(=O)C(CC(=O)NCCN2CCOCC2)C[C@H](C(=O)N2CCOCC2)[C@@]31C (stereo partly drawn) | nt | 5% | nt | -4% | nt | -4% | nt | -1 | nt
CCN(CC(=O)NCc1ccc(Cl)cc1)C(=O)c1ccc(C#N)cc1 | 2 | 1% | 4 | -1% | 1 | -4% | -0.1% | -2 | 5
Cc1ccccc1CSc1nnc(-c2cccs2)n1Cc1ccco1 | -12 | -10% | 0 | 0% | 5 | -5% | 0.1% | 0 | -19
O=C(CCSc1ccccc1)N1CCN(C(=O)c2ccco2)CC1 | 3 | -4% | 11 | 2% | 8 | 0% | 0.7% | 3 | 1
O=C(CN1CCN(c2ccc(Cl)cc2[N+](=O)[O-])CC1)N1CCOCC1 | -3 | -5% | nt | -3% | 5 | -6% | -2.9% | -5 | 9
Cn1c(=O)c2cn3ncccc3c2n(C)c1=O | 9 | nt | 3 | nt | 2 | nt | 3.8% | nt | 2
CCn1c2ccccc2c2nnc(SCN3C(=O)c4ccccc4C3=O)nc21 | nt | 10% | nt | -6% | nt | -4% | nt | -7 | nt
O=C1SCCc2c1n(Cc1ccccc1)c1ccccc21 | -4 | -8% | 10 | 2% | 3 | -22% | 4.7% | -5 | -13
COC(=O)c1ccc(NC(=O)CSc2n[nH]c(-c3ccccc3)n2)cc1 | -2 | 1% | -2 | 1% | 8 | 1% | 11% | 5 | -10
CC(=O)N1c2c(cc(Br)cc2S(=O)(=O)Nc2c(C)n(C)n(-c3ccccc3)c2=O)CC1C (stereo not drawn) | -3 | -3% | nt | -3% | 1 | 1% | 0.5% | 3 | 6
O=C(COC(=O)c1cc(Br)ccc1Cl)NC1CCCC1 | 1 | 8% | -1 | -1% | -2 | 8% | 1.1% | -8 | -1

Compound activity (PubChem)
